ALOX12 inh – blocks human arachidonate 12S-lipoxygenase; purified 12hLO, xylenol orange hydroperoxide absorbance; hit rate 1.1% among 580,000; P18054; AID 1671190; Potency, µM (doses to about 108 µM), for the others: at the top dose activity change, negative = inhibition, actives largely listed as inhibitors; active = well fitted inhibition curve with a large enough effect; inconclusive = small, poorly fitted or top-dose-only effect, or another doubt; inactive = no such curve, though single readings can be large or run the other way
Target sequence (P18054 whole entry, looked up): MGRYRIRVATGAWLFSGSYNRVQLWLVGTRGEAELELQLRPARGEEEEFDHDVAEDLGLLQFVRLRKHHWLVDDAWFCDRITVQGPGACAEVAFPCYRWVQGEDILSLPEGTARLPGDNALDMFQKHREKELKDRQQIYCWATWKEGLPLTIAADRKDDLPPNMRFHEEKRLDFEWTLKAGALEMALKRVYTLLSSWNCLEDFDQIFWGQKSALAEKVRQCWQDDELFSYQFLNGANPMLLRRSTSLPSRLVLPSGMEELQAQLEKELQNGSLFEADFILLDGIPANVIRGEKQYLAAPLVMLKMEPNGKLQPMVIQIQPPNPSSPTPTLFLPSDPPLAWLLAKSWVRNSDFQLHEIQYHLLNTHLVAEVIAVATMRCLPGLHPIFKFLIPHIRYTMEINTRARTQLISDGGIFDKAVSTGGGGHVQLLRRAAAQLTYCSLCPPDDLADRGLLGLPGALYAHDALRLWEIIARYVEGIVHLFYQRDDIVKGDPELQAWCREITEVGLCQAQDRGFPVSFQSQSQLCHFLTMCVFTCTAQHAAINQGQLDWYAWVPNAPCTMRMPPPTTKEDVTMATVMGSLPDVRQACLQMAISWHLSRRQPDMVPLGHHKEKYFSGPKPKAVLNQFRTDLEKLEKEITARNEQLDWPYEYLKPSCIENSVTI
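Purified human 12hLO (150 nM final) in 25 mM Hepes, 0.01% Triton X-100, pH 7.0 was preincubated 15 min at room temperature with compound. Then 40 uM arachidonic acid was added, 30 min. Hydroperoxide was read by Fe-XO absorbance ratio 573/405 nm.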
* hit, by the source's call; ? = inconclusive; [ ] = another dose, or the depositor's remark. % is set by controls: 0 for no effect and ±100 for the full control effect; potency is the fitted concentration of half-maximal effect. A portion of the library, so the mix of outcomes need not match the whole.

| # | Molecule | ALOX12 inh |
| --- | --- | --- |
| 1 | CCCN1C(=O)Cc2cc(C(=O)N3CCN(c4ccccc4Cl)CC3)ccc21 | 14% |
| 2 | Cc1cc(C[C@@H]2COC[C@@H]2NC(=O)CCn2c(C)cc3ccccc32)on1 | 116%[activator] |
| 3 | CC1=C[C@@H](CNC(=O)c2ccncc2)[C@H](C(C)C)C[C@H]1CC(=O)NCc1ccc(C#N)cc1 | 9% |
| 4 | O=C(COc1ccccc1)NC1CCCc2c1[nH]c1c(Cl)cccc21 (stereo not drawn) | 25% |
| 5 | COc1ccc(Cl)cc1NC(=O)c1cc(=O)c2cc(C)ccc2o1 | 3% |
| 6 | CNC(=O)C(C)(C)N1CCC[C@H]1C(=O)N1CCCCCC1 | ? |
| 7 | O=C(CSc1nnc(-c2ccccc2F)n1-c1ccccc1)NC(=O)NCc1ccccc1 | 0% |
| 8 | O=C1Nc2ccccc2C12CCN(Cc1cncs1)C2 (stereo not drawn) | 2%[12.5 µM] |
| 9 | CCNC(=S)N/N=C/c1ccc(Cl)c(Cl)c1 | -11% |
| 10 | C=CCOc1cccc(-c2nnc(CCC(=O)NCc3ccc(F)cc3)c(=O)[nH]2)c1 | 26% |
| 11 | CCN1c2cc(C(=O)NCc3cccc(F)c3)ccc2C(=O)N2CCCCC21 (stereo not drawn) | 7% |
| 12 | CC(C)(C)c1ccc(C(C)(C)C)c2c1OC(c1ccccc1)O2 | ? |
| 13 | Cc1cc(CNC(=O)[C@@H]2CCC[C@@H](NC(=O)C3CCOCC3)CN(C)C(=O)C2)no1 | 58%[activator][176 µM] |
| 14 | O=C1CC2CCN(C(=O)c3ccc4c(c3)OCO4)CC2CCN1 (stereo not drawn) | -1%[6.33 µM] |
| 15 | O=C(Cn1cccc1-c1nc(-c2ccccc2)no1)Nc1ccc(Cl)cc1 | 12% |
| 16 | Cc1cc2nc(-c3cccc(NC(=O)c4cccnc4)c3C)oc2cc1C | 1% |
| 17 | COc1cccc(-c2cn3c(n2)N(C(=O)C2CCCC2)CCC3)c1 | 62%[activator] |
| 18 | O=C(Nc1ccc2oc(-c3ccncc3)nc2c1)c1ccc(Cl)cc1 | 10% |
| 19 | COc1ccccc1OC1(C(=O)O)CCN(c2cc(C)nc(N)n2)CC1 | 30% |
| 20 | COc1ccc(/C=C/c2nc(C#N)c(NCCCN(C)C)o2)cc1OC | -18% |
| 21 | Cc1noc(C)c1NC(=O)N(C)C[C@H]1OCc2cn(nn2)CCCC(=O)N([C@H](C)CO)C[C@@H]1C | 15% |
| 22 | O=C(OCc1nnc(-c2ccc([N+](=O)[O-])cc2)o1)C1(c2ccc(Cl)cc2)CCC1 | ? |
| 23 | Nc1nc(CN2CCC(O)CC2)nc2ccccc12 | -27% |
| 24 | CCOCc1nnc(NS(=O)(=O)c2ccc(Cl)cc2)s1 | -26% |
| 25 | NC(=O)c1c(N)[nH]c(C(=O)c2ccccc2)c1-c1ccc(Br)cc1 | -5% |
| 26 | Cn1nc(C(=O)N2CCc3c(ncnc3N3CCOCC3)C2)ccc1=O | 0% |
| 27 | COc1ccc(Cc2nnc(SCC(=O)Nc3ccccc3Cl)n2C)cc1 | 22% |
| 28 | CCC(C(=O)N1CCC(n2cc(-c3nc(C(C)C)no3)nn2)C1)c1ccccc1 (stereo not drawn) | 26% |
| 29 | Cc1ccc2oc(C(=O)Nc3ccccc3Cl)cc(=O)c2c1 | -8% |
| 30 | Fc1ccc(-c2noc(CSc3nc4ccccc4o3)n2)cc1 | 8% |
| 31 | CCCC1=Nc2cc(C(=O)NCc3ccccc3Cl)ccc2Sc2ccc(Cl)cc21 | 45%[activator] |
| 32 | CC(C)(CN1CCOCC1)CN1CCCN(Cc2cccnc2)CC1 | 66%[activator] |
| 33 | O=C1NCCCCCCN(C(=O)c2ccco2)[C@H]2C[C@H](c3nc(Cc4ccccc4)no3)C[C@@H]12 | 5% |
| 34 | O=C(Nc1ccsc1)N[C@H]1C[C@H]2C(=O)NC[C@@H](CCC(=O)N3CCc4ccccc43)N2C1 | 18% |
| 35 | CN(C)C(=O)COc1ncnc2c(Cl)cc(Cl)cc12 | 28% |
| 36 | COCc1nc(C2CCCN(C(=O)Nc3ccccc3C)C2)no1 (stereo not drawn) | 40%[activator] |
| 37 | CC(C)NC(=O)CC[C@@H]1CNC(=O)[C@@H]2C[C@H](NC(=S)NCc3ccco3)CN12 | 31%[activator][176 µM] |
| 38 | COc1ccc(CNC(=O)N2CCN(S(=O)(=O)c3cccc(Br)c3)CC2)cn1 | 5% |
| 39 | COc1ccc([C@@H](NC(=O)c2coc3ccccc23)C2CC(O)C2)cn1 (stereo partly drawn) | 65%[activator] |
| 40 | CCS(=O)(=O)N1CC(=O)N(c2ccc(C(C)C)cc2)C(C)(C(=O)NCc2ccc(F)cc2)C1 (stereo not drawn) | ? |
| 41 | COc1ccccc1CNC[C@H]1O[C@@H]2C[C@@H](CC(=O)N3CCOCC3)O[C@@H]2[C@@H]1O | 24%[176 µM] |
| 42 | COCC(=O)Nc1ccc(-c2c(-c3cccc(OC)c3)nn(-c3ccccc3)c2OC(C)=O)cc1 | ? |
| 43 | CC(=O)Nc1cc(C(=O)NCCSC2CCCC2)ccc1C | 1% |
| 44 | CCOc1ccc(C(C)(C)C)cc1S(=O)(=O)NCc1ccco1 | ? |
| 45 | CC(C)CNC(=O)CSc1ncc(-c2ccc(F)cc2)o1 | ? |
| 46 | CN(C)c1ccc(C2Nc3ccc4ccccc4c3C3=C2C(=O)CC(C)(C)C3)cc1Br (stereo not drawn) | ? |
| 47 | CCn1cc(CN2C[C@@H](CO)[C@H](NC(=O)COC)C2)cn1 | 23% |
| 48 | O=C(Cc1c[nH]c2ccccc12)N1CC(c2nnc(-c3ccncc3)o2)C2(CCOCC2)C1 (stereo not drawn) | 0% |
| 49 | COc1cc(C(C)NS(C)(=O)=O)ccc1OCCC(C)C (stereo not drawn) | -2% |
| 50 | O=C(c1ccc(Br)o1)N1CCC(c2n[nH]c(=O)n2Cc2ccc(F)cc2)CC1 | ? |
| 51 | S=C(NCCc1ccc(Cl)cc1Cl)NC1CC2CCC1C2 (stereo not drawn) | ? |
| 52 | CCOc1ccc(N)cc1OCC | ? |
| 53 | C/C(=N/NC(=O)OC(C)(C)C)c1ccccc1Cl | 49%[activator] |
| 54 | CN(C)CCNC(=O)[C@H]1C[C@@H](O)[C@H](O)[C@@H]2N=C(Nc3ccc(Cl)cc3)S[C@@H]21 | -4%[176 µM] |
| 55 | O=C(O)CCn1ncc2cc(OCC3CCN(C(=O)C4CC4)CC3)ccc21 | 1%[176 µM] |
| 56 | CN1C[C@H](NC(=O)c2cnccn2)CCC[C@@H](C(=O)NCc2cc(F)cc(F)c2)CC1=O | 62%[activator] |
| 57 | CCCC(C)NC(=O)CN(c1ccccc1OC)S(C)(=O)=O (stereo not drawn) | ? |
| 58 | O=c1c2nc(OCc3ccccc3)ccc2ncn1Cc1ccccc1 | 12%[176 µM] |
| 59 | Cc1cc2nc(SCC(=O)Nc3cc(Cl)ccc3C)[nH]c(=O)c2[nH]1 | -13% |
| 60 | Cc1ccc(S(=O)(=O)N2CCCC(CCC(=O)N3CCCCC3)C2)cc1 (stereo not drawn) | -13% |

More records follow.
| # | Molecule | ALOX12 inh |
| --- | --- | --- |
| 61 | O=c1n(-c2ccc(Cl)cc2)nc2n1CCN(CC1CCCCC1)C2 | 4%[6.33 µM] |
| 62 | OC[C@@H](O)CNc1nccc(C2(c3ccccc3Cl)CCNCC2)n1 | 59%[activator] |
| 63 | COc1ccc(CN2C[C@H](O)C[C@H]2c2nc(-c3cccc(C)c3)no2)c2ccccc12 | ? |
| 64 | COc1ccc(CSc2nc3ccncc3n2Cc2ccccc2)cc1 | 6% |
| 65 | CCCc1nc(C(=O)NCC2CCN(Cc3ccc(C)o3)CC2)cs1 | 9% |
| 66 | O=C(c1cccc(C(F)(F)F)c1)N1CCOCC2(CN(Cc3ccccc3)C2)C1 | -27%[176 µM] |
| 67 | CC(C)NC(=O)N[C@H]1C[C@H]2C(=O)NC[C@@H](CCC(=O)N3CCCCC3)N2C1 | 57%[activator][176 µM] |
| 68 | O=C1CCC[C@H]2[C@@H](Cc3ccccc3)[C@@H](NS(=O)(=O)c3ccc(Br)cc3)CC[C@]23CCCN13 | ? |
| 69 | CCCNC(=O)COc1ncnc2c(Cl)cc(Cl)cc12 | 0% |
| 70 | Cc1ncoc1C(=O)N1CCC(c2noc(-c3ccncc3)n2)C1 (stereo not drawn) | 11% |
| 71 | CC(C)CCC(=O)N1CCC2(CC1)Nc1ccccc1NC2=O | 19% |
| 72 | CC(=O)Nc1ccc(NC(=O)CN(C)Cc2ccc(C(F)(F)F)cc2)cc1 | -1% |
| 73 | COc1cccc(CN2CCCC(COc3ccccc3C(=O)NC(C)C)C2)n1 (stereo not drawn) | 35%[activator] |
| 74 | CCN(c1ccccc1)S(=O)(=O)c1cc(C(=O)Nc2ccc3oc(C)nc3c2)ccc1C | -17% |
| 75 | COc1ccc(-c2cc3c(nc2OC)nc(CC2CC2)n3C)cc1OC | -21%[176 µM] |
| 76 | COc1ccc(C(C(=O)O)N2CCN(c3nc(C)cnc3C)CC2)cc1 (stereo not drawn) | 10% |
| 77 | Cc1ccccc1NC(=O)C1=NO[C@@H]2CN(c3ccccn3)C[C@H]12 | -4%[176 µM] |
| 78 | CCOc1ccc(S(=O)(=O)N(CC)CC(=O)NC2CC2)cc1Cl | -1% |
| 79 | Cc1ccc(S(=O)(=O)N2CCCC(Cn3cnc4cccnc43)C2)cc1F (stereo not drawn) | 46%[activator] |
| 80 | CC(=O)Nc1ccc(NC(=O)COc2ccc3c(C)cc(=O)oc3c2)cc1 | 0% |
| 81 | CC(NC(=O)c1ccco1)c1nnc2n1CCN(Cc1ccc(N3CCCC3)cc1)CC2 (stereo not drawn) | 3% |
| 82 | Cc1noc(-c2cn(C3CCN(C(=O)c4cccc(C(F)(F)F)c4)C3)nn2)n1 (stereo not drawn) | 0% |
| 83 | CCN(CC)C(=O)c1c(-c2ccc(OC)cc2)noc1[C@H](C)O | -27%[176 µM] |
| 84 | Cc1ccc(-c2ccc(/C=C/C(=O)c3ccccc3)o2)cc1Cl | 11µM* |
| 85 | Cc1ccc(-c2nc3nc(CNc4cc(Cl)ccc4C)cc(=O)n3[nH]2)cc1 | ? |
| 86 | CS(=O)(=O)c1ccc(-c2cccc3c2OC(CNC(=O)c2cc(C4CC4)[nH]n2)C3)cc1 (stereo not drawn) | 3% |
| 87 | CN(C)c1ccc(N(C)C)c(C(O)(c2ccccc2)c2ccccc2)c1 | -18% |
| 88 | CC(=O)N1CCC(NC[C@H]2COCc3nc4ccccc4n32)CC1 | 11%[176 µM] |
| 89 | Cc1ccccc1NC1C2CC3CC(C2)CC1C3 (stereo not drawn) | ? |
| 90 | COc1cccc(-c2ccc(N3CCCCCC3)nn2)c1OC | 3% |
| 91 | CCc1cccc(NC(=O)C2CCN(C(=O)c3ncn4c3COC(c3ccc(OC)cc3)C4)CC2)c1 (stereo not drawn) | 9% |
| 92 | COC(=O)N[C@H]1CC=C[C@@H]1Cc1cccc(Oc2ccccc2)c1 | ? |
| 93 | COc1cc(C#N)ccc1OCc1cc(C)cc(C)c1 | -48% |
| 94 | O=C([C@@H]1C[C@@H](O)[C@H](O)[C@@H]2NC(=S)N(c3ccc(OC(F)(F)F)cc3)[C@@H]21)N1CCCCC1 | -3% |
| 95 | Cc1ccc(-c2nc(CS(=O)(=O)CC3CCCO3)co2)c(C)c1 (stereo not drawn) | ? |
| 96 | O=[S+]([O-])(c1ccccc1)N1CCC2(CC(c3cccnc3)=NO2)C1 (stereo not drawn) | 6%[6.33 µM] |
| 97 | Fc1ccc(C2C=C(c3ccccc3)NC(=S)N2)cc1 (stereo not drawn) | ? |
| 98 | COCC(=O)NC[C@@H]1C=C(C)[C@H](Cc2nc3ccccc3[nH]2)C[C@H]1C(C)C | 137%[activator][176 µM] |
| 99 | O=C(Cc1ccccc1)N1CCCC2(CNc3ccccc3[S+](=O)([O-])N2)C1 (stereo not drawn) | -7% |
| 100 | COc1cccc(Oc2coc3cc(OC(=O)c4ccccc4)ccc3c2=O)c1 | 2% |
| 101 | Cc1cn2nc(C(=O)N3CCC(NC(=O)c4c(F)cccc4F)CC3)cc2c(=O)[nH]1 | -10% |
| 102 | CN(C1CCc2nn(CC3CC3)c(=O)n2CC1)S(=O)(=O)Cc1ccccc1 (stereo not drawn) | 50%[activator] |
| 103 | CC(=O)N1CCc2cc(NC(C)C(=O)Nc3ccc(OC(F)F)cc3)ccc21 (stereo not drawn) | 28% |
| 104 | CCCCC(CC)C(=O)Nc1cc(C)ccc1C (stereo not drawn) | -29% |
| 105 | O=C(COC(=O)c1cc(=O)c2ccccc2o1)Nc1ccc(F)c(F)c1 | 2% |
| 106 | CCOc1ccc(C(=O)Nc2cccc(-c3nc4cc(C)ccc4o3)c2)cc1 | -3% |
| 107 | O=C(Cn1nc2c(cc1=O)CCCC2)NC1CC1 | 37% |
| 108 | CCn1c(SCC(=O)c2cc(C)n(C(C)C)c2C)nc2cc(S(N)(=O)=O)ccc21 | -8% |
| 109 | Cn1c(C(=O)NCc2ccncc2)nc2ccccc2c1=O | 8% |
| 110 | Cc1cc(C(=O)NC2CCCc3ccccc32)c2ccccc2n1 (stereo not drawn) | 4% |
| 111 | CNC(=O)Cc1ccc(NC(=O)C2CCCC2)cc1 | 19% |
| 112 | COc1ccc(Cl)cc1NC(=O)COC(=O)c1sc2ccccc2c1Cl | -3% |
| 113 | O=C(c1cnccn1)N1CCC[C@H](n2c(=O)n(CC3CC3)c3cccnc32)C1 | 11% |

Bioassay records deposited in PubChem by National Center for Advancing Translational Sciences (NCATS).
